Bioassay records from PubChem.
B2AR arrestin: recruits beta-arrestin to the human beta2-adrenergic receptor; beta-arrestin recruitment to beta2AR, cell-based reporter; Potency, µM (top dose mostly 46.1 µM), for inactives: at the top dose activation, hits mostly activators; hit rate 0.02% among 330,000;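 further: potency means the concentration at half of the fitted maximal effect; 0% = DMSO controls and full agonism = EC100 isoproterenol or metaproterenol; nearly all actives have a fitted effect of over 65% in size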
Target sequence (P07550 whole entry, looked up): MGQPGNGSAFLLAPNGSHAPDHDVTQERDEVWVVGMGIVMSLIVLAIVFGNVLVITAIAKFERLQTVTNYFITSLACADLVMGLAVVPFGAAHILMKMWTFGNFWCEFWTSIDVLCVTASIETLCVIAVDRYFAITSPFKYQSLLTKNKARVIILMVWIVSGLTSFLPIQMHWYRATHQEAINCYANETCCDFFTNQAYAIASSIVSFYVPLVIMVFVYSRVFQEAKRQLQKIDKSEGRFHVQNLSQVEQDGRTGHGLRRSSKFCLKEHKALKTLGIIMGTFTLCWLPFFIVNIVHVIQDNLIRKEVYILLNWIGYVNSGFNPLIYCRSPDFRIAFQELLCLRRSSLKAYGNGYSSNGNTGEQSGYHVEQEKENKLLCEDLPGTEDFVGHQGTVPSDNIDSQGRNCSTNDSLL
GALK inh: galactokinase (human) inhibition. P51570. Purified GALK, Kinase-Glo residual ATP luminescence. Potency, µM (doses to about 57.5 µM), without a hit: at the highest dose activity change, negative = inhibition, most hits filed as inhibitors. hit rate 0.007% among 270,000; further: potency means the concentration at half of the fitted maximal effect
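5 nM enzyme, 35 uM ATP, 100 uM galactose, 20 mM HEPES pH8.0, 5 mM MgCl2; 1 h RT; residual ATP by Kinase-Glo Plus luminescence, qHTS format.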
KCNH2 3.1 inh: KCNH2 3.1 (human) potassium channel inhibition; AID 720553; hit rate 0.95% among 340,000; activity change, % (tested at about 1.8 µM); U2OS KCNH2 3.1, thallium flux FluxOr; hits give low values;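 active means maximum activity change below -70%; inconclusive means maximum activity change from -70% to -50%; inactive means maximum activity change above -50%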;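 further: thallium influx rate constant from kinetic fluorescence after stimulation buffer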
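Virally transduced U2OS (3.1 isoform, 4 h infection in dark at RT) → overnight 37 C → FluxOr + Red40 in HBSS/HEPES, 45 min → stimulation buffer, 2 min kinetic read → rate constant vs DMSO controls.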
uPA surface inh: blocks generation of uPA at the cell surface; cell surface uPA generation assay, qHTS; Potency, µM (highest dose often 38.3 µM), for inactives: at the top dose activity change, negative = inhibition, most hits filed as inhibitors; hit rate 0.31% among 330,000; AID 540303; active means well fitted inhibition curve with a large enough effect; inconclusive means small, poorly fitted or top-dose-only effect; inactive means no such curve, though single readings can be large or run the other way; tested in mouse RAW 264.7 cells; further: potency means the concentration at half of the fitted maximal effect; nearly all actives have a fitted effect of over 55% in size
hERG WT inh: KCNH2 (human, wildtype) channel inhibition. U2OS, BacMam KCNH2, thallium flux FluxOr; hits give low values. activity change, % at 1.84 µM. hit rate 0.37% among 340,000;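 active means maximum activity change below -70%; inconclusive means maximum activity change between -70% and -50%; inactive means maximum activity change above -50%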
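U2OS cells were transduced with wild-type KCNH2 virus (2.03 x 10^8 / mL) for 4 h at room temperature, then cultured overnight at 37 C. Thallium flux was read with FluxOr dye. Rate constants were normalized to DMSO controls.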
Giardia kill: Giardia lamblia killing. hit rate 0.15% among 340,000. activity change, % at 7.66 µM, hits read low. AID 540267. Giardia lamblia trophozoite viability; in the data active means activity change below about -80%; inconclusive means between about -30% and that limit;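 further: parasites exposed to compound for two days anaerobically before the ATP read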
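Media and compound were dispensed first, then trophozoites at 100 cells/well; plates sat 48 hrs at 37 deg C without oxygen before ATP luminescence reagent was added and read after 15-30 min at room temperature.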
Coupling enz: counter-screen for Giardia aldolase inhibitors: coupling enzyme system; coupling enzyme system counterscreen, AmpLite Red fluorescence; activity change, negative = inhibition, % at 58.2 µM, hits read low; hit rate 0.67% among 290,000; in the data active means activity change below about -30%
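Fluorescence at 525 nm excitation and 598 nm emission measured inhibition of the coupled detection system without aldolase. Compounds (at 57.5 uM final) were preincubated 10 min at room temperature with coupling enzyme reagent before a 20 min substrate/AmpLite Red step.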
USP2a inh: USP2a (human) protease inhibition; O75604; USP2 core, Ub-CHOP2 coupled fluorogenic reporter, 485/531; Potency, µM (titrated, usually from 38.3 µM), inactives show top-dose activity change, negative = inhibition, most hits filed as inhibitors; hit rate 0.01% among 330,000;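 further: potency means the concentration at half of the fitted maximal effect; plate controls were DMSO wells for no effect and full inhibition by NEM control for full effect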
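Cell-free coupled assay: 10nM USP2 core preincubated 30min RT with compound in Tris-HCl pH 8.0/CaCl2/CHAPS buffer, then 25nM Ub-CHOP2 and 25nM reporter substrate; fluorescence (Ex 485/Em 531) read after 60min RT, normalized to NEM inhibition, concentration-response curves fitted.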
PKM2 activator: activators of human pyruvate kinase M2 | P14618 | purified PKM2, Kinase-Glo ATP luminescence, activation; response scale: 0% is enzyme alone, no compound | Potency, µM (doses to about 57.5 µM), inactives show top-dose activation, actives largely listed as activators | hit rate 0.34% among 260,000; further: potency means the concentration at half of the fitted maximal effect; nearly all actives have a fitted effect of over 55% in size
Target sequence (P14618 whole entry, looked up): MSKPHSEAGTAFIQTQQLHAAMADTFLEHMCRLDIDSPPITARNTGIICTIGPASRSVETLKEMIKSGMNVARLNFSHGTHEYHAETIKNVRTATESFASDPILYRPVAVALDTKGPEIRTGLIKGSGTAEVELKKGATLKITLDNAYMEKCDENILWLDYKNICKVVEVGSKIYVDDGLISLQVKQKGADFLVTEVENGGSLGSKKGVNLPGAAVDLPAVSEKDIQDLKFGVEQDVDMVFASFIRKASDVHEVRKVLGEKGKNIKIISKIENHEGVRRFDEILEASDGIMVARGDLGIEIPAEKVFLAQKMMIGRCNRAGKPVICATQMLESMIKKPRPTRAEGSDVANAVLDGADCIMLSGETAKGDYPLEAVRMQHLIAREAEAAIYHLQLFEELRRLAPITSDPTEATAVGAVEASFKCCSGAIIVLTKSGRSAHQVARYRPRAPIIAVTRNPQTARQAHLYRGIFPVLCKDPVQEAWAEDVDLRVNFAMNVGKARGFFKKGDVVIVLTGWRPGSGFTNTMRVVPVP
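Kinase-Glo luminescence reports ATP generated from ADP (0.1 mM) and PEP (0.5 mM) by purified hPK-M2 after 1 h at room temperature, pH 7.2 imidazole buffer; intermediate enzyme activity allows detecting inhibitors and activators.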
BCR signal inh: inhibitors of chronic active B-cell receptor signaling. Potency, µM (doses to about 46.1 µM), for the others: at the highest dose ratio change, negative = lower green/red ratio, hits mostly inhibitors. AID 493014. hit rate 0.05% among 340,000. ABC-DLBCL IkBa-CBG/CBR reporter, luminescence ratio, 4 h; active means well fitted inhibition curve with a large enough effect in the signal ratio, with a control signal flat, not every such curve was filed as active; inconclusive means small, poorly fitted or top-dose-only effect, or effect the other way, or a change in a side signal; the % refers to the signal ratio;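 further: potency means the concentration at half of the fitted maximal effect; plate controls were basal doxycycline-induced cells for no effect and cells given 10 µM MG132 for full effect; MG132 reads +100%, hits lower the ratio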
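TMD8 ABC-DLBCL cells carrying doxycycline-inducible green luciferase fused to IkappaBalpha plus unfused red luciferase were exposed to compounds (up to 46 uM) for 4 hrs at 37C. Activity came from the overlap-corrected green/red luminescence ratio.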
Eya2 phos inh: inhibitors of human Eya2 phosphatase activity | hit rate 0.006% among 330,000 | recombinant Eya2, OMFP fluorescence dephosphorylation (OMFP is methylfluorescein phosphate) | AID 488837 | Potency, µM (top dose mostly 76.9 µM), for inactives: at the top dose activity, negative = inhibition, hits mostly inhibitors; further: potency means the concentration at half of the fitted maximal effect
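Eya2 protein (added as 0.2 uM solution) was preincubated with compound for 10 min at ambient temperature in 50 mM HEPES pH 7.5, 50 mM NaCl, 5 uM MgCl2, 0.05% BSA, 1 mM DTT. OMFP (added at 50 uM) then reacted 10 min; fluorescence read at 485/525 nm.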
* marks the source's active call; other numbers are inactive results; ? = inconclusive; / = not tested or not shown; [ ] = dose if it differs, or a comment. Unless noted, the call rests on the fitted dose curve; in most records, active means well fitted curve in the direction sought with a large enough effect; inconclusive means small, poorly fitted or top-dose-only effect, or another doubt; inactive means no such curve, though single readings can be large; an effect the other way counts as inactive or inconclusive. Unless noted, on the % scale 0 is the no-effect control and ±100 the full control effect.

SMILES	B2AR arrestin	GALK inh	KCNH2 3.1 inh	uPA surface inh	hERG WT inh	Giardia kill	Coupling enz	USP2a inh	PKM2 activator	BCR signal inh	Eya2 phos inh
COc1ccc(C2=C(Nc3ccccc3)c3ccccc3C2=O)cc1	-0.1%	2%	3	5%	7	-10	2	0%	-2%	?	0%
N#Cc1c(NC(=O)CCCC(=O)O)sc2c1CCCCC2	-0.5%	2%	-1	-2%	3	-9	-5	1%	-18%	?	6%
CCCCCCSc1cccc(-c2nc3ccc(C)cn3c2NC2CCCCC2)c1	0.1%	/	0	15%	16	-2	/	-4%	/	8%	-21%
O=C(NC1CCCCC1)c1cccc(S(=O)(=O)N2CCCCC2)c1	-0.9%	-3%	-10	-4%	1	-16	1	2%	/	-6%	-27%
CCOC(=O)N1CCN(C2CC(=O)N(c3ccccc3)C2=O)CC1 (configuration not stated)	-0.4%	1%	-39	-4%	22	17	8	1%	-3%	-4%	0%
O=C1c2ccccc2[C@@H]2C[C@@H](O)[C@H](Nc3cccc4ccccc34)CCN12	15%	/	0	3%	11	8	/	2%	/	-2%	3%
Cc1ccc(N(C(=O)Cc2cccs2)C(C(=O)NCC2CCCO2)c2ccncc2)cc1 (configuration not stated)	0.4%	8%	0	-3%	-2	-1	1	-1%	1%	0%	3%
CN1CCN(c2ccc(C(CC(N)=O)NC(=O)Cc3cccc4ccccc34)cc2[N+](=O)[O-])CC1 (configuration not stated)	0.4%	/	12	5%	4	-6	-2	0%	9%	1%	6%
O=C(NN1CCOCC1)c1cc(-c2ccncc2)nc2ccccc12	-0.2%	-2%	3	1%	-4	-11	0	3%	-2%	3%	19%
Cn1c(CC(=O)NNC(=O)c2ccccc2F)nc2ccccc21	-0.1%	/	-11	-7%	13	13	/	2%	/	-10%	1%
Cc1cccc(NC(=O)COC(=O)c2cccc(S(=O)(=O)N3CCCCCC3)c2)c1	0.5%	/	7	-4%	4	-7	/	0%	/	-6%	-23%
CCC(C)N1CCC2(CC1)N=c1c(c3c4c5c(C)c(O)c3c(O)c1=NC(=O)C(C)=CC=C[C@H](C)[C@H](O)[C@@H](C)[C@@H](O)[C@@H](C)[C@H](OC(C)=O)[C@H](C)[C@@H](OC)C=CO[C@@](C)(O5)C4=O)N2 (some centres not stated)	-0.2%	/	9	?	-3	6	/	0%	/	?	-14%
CC1CCCCC1NC(=O)COC(=O)c1ccc2c(c1)NC(=O)CS2 (configuration not stated)	0.3%	/	9	-7%	-3	-8	/	-1%	/	-2%	-23%
O=C(C1CCC1)N1CCN(S(=O)(=O)c2ccc([N+](=O)[O-])cc2)CC1	0.2%	/	-1	7%	-3	-13	/	-1%	/	1%	11%
CCCNC(=O)CSc1nnc(-c2ccccc2Br)n1-c1cccc(C(F)(F)F)c1	-0.5%	2%	5	-3%	0	-14	-1	-4%	-12%	-2%	2%
CC(=O)N1CCN(c2ccc([N+](=O)[O-])cc2)CC1	0.1%	-1%	?	1%	-12	-7	5	-4%	10%	19%	-6%
Cc1ccc2c(CN3CCN(S(=O)(=O)c4ccc(Cl)cc4)CC3)cc(=O)oc2c1C	-0.6%	/	1	12%	1	3	/	2%	/	-1%	11%
COC(=O)C1(C)NC(c2ccc(OC)cc2)C2C(=O)N(c3ccccc3)C(=O)C21 (configuration not stated)	0.1%	0%	19	-7%	-1	13	1	2%	/	1%	3%
O=C1CC(N2CCN(C/C=C/c3ccccc3)CC2)C(=O)N1CCc1ccccc1 (configuration not stated)	-0.9%	2%	-26	-18%	-2	5	0	1%	-2%	0%	5%[15.4 µM]
Cc1cc(C)cc(OCC(O)CN2C(=O)NC(C)(C)C2=O)c1 (configuration not stated)	-0.9%	0%	-2	4%	-5	20	6	0%	5%	17%	-9%
Cc1ccc(C(=O)Nc2cccnc2Cl)cc1Cl	-0.8%	-5%	34	-1%	2	7	-1	1%	0%	-18%	8%
CCCNC(=O)C1CC(c2ccc(C(F)(F)F)cc2)=NO1 (configuration not stated)	-0.4%	1%	-23	-6%	-16	11	4	5%	1%	-6%	-3%
Cc1cc(NC(=O)CSc2ncnc3ccccc23)no1	-0.1%	2%	9	-5%	-9	2	0	-1%	?	?	7%
c1ccc(Nc2nc3ccccc3n3cnnc23)cc1	-0.3%	0%	-5	-7%	2	13	0	3%	17%	4%	-1%
COc1ccc(S(=O)(=O)N2CCC(C(=O)Oc3cccc(C)c3)CC2)cc1OC	0.5%	6%	-10	1%	1	13	/	0%	0%	0%	4%
Remaining list, next part
SMILES	B2AR arrestin	GALK inh	KCNH2 3.1 inh	uPA surface inh	hERG WT inh	Giardia kill	Coupling enz	USP2a inh	PKM2 activator	BCR signal inh	Eya2 phos inh
Cc1cc(C)c(C#N)c(SCC(=O)Nc2nonc2N)n1	1.0%	2%	-41	1%	-9	-17	-2	2%	14µM*	0%	2%
Cc1ccccc1CS(=O)(=O)Cc1ccc(C(=O)NCCCN2CCCC2=O)o1	-0.9%	-4%	-2	-3%	6	-11	0	-2%	-4%	0%	23%
O=C(NC1CCCC1)c1cc(-c2ccc(Cl)cc2)on1	0.1%	-1%	7	0%	-3	1	-1	-1%	1%	?	-6%
CSc1nnnn1-c1cccc(O)c1	-0.2%	0%	10	-3%	5	19	1	1%	-13%	1%	11%
O=C(N/N=C/c1cccc(OC(=O)c2cccc(Br)c2)c1)c1ccncc1	0.2%	-1%	-6	-1%	-2	36[activator]	-5	3%	1%	-12%	-12%
O=C(NC1CCN(Cc2ccccc2)CC1)C1CCN(S(=O)(=O)c2ccccc2)CC1	-0.3%	-1%	6	2%	4	8	1	-1%	/	3%	-10%
O=C1C(=O)N(Cc2cccnc2)C(c2cccc(Br)c2)/C1=C(/O)c1ccc2c(c1)OCO2 (configuration not stated)	-0.2%	-3%	15	-21%	-9	4	/	-2%	0%	3%	4%
c1ccc(-n2cnc3cc(NCc4ccncc4)ccc32)cc1	0.2%	1%	1	2%	13	2	-42*	0%	11%	?	-13%
CCOC(=O)C1=C(C)NC(=O)NC1c1ccc(Br)s1 (configuration not stated)	0.0%	0%	0	-2%	6	-5	-6	6%	1%	1%	1%
Cc1cc(C)nc(Nc2nc3ccccc3[nH]2)n1	-0.4%	-1%	-5	1%	-3	-3	1	6%	-22%	1%	-21%
C=CCn1c(COc2cccc3cccnc23)nnc1SCC(=O)O	-0.4%	0%	6	2%	9	13	2	3%	0%	-8%	-18%
O=Cc1ccc(C(=O)OCC(=O)Nc2ccc(F)cc2F)cc1	-0.6%	0%	16	1%	-8	17	-2	-1%	-3%	11%	-13%
S=c1[nH]nc(Cc2ccccc2)n1-c1cccc2ccccc12	-1.1%	/	8	-2%	5	-4	0	2%	-10%	-7%	-2%
COc1ccc(C(=O)NCC(=O)OCC(=O)NC2CCCCCC2)cc1OC	-0.7%	/	0	6%	15	3	/	-1%	/	-6%	9%
O=C(CN1C(=O)C(c2ccc(F)cc2)=NC12CCCC2)Nc1ccc(F)cc1	0.0%	-3%	7	-22%	-11	34[activator]	0	1%	9%	-5%	-1%
Cc1oc(-c2ccc(Cl)cc2)nc1CN1CCCC(C(=O)N2CCOCC2)C1 (configuration not stated)	0.1%	-1%	-3	-22%	3	10	0	-1%	-2%	?	6%
CCCn1c(=O)c2ccccc2n2c(SCCOc3ccccc3F)nnc12	3.4%	0%	1	3%	6	-1	-4	2%	7%	?	10%
CC(C)c1cccc(C(C)C)c1NC(=O)COC(=O)C1=COCCO1	0.1%	-1%	8	5%	-1	-4	-2	1%	0%	-8%	1%
COc1ccc(Cc2nnc(NC(=O)c3ccc(OC)cc3OC)s2)cc1	0.2%	1%	1	3%	7	-25	1	1%	-3%	?	-3%
CN(C)CCNC(=O)c1cc2cc(Br)ccc2oc1=O	-0.8%	2%	12	/	-2	1	2	3%	3%	-3%	10%
COc1ccc(NC(=O)CCCOc2ccc(Cl)c(C)c2)cc1S(=O)(=O)N1CCOCC1	-0.7%	/	-18	-7%	20	13	/	-2%	/	-13%	1%
O=[N+]([O-])c1ccccc1S(=O)(=O)Nc1ccc(-c2ccc3nncn3n2)cc1	0.4%	/	10	-11%	-14	3	/	3%	/	4%	17%
OCC[C@@H]1C[C@H](O)[C@@H](O)[C@@]2(Cc3ccccc3CO2)O1	0.2%	/	-15	17%	3	-6	1	-2%	0%	0%	7%
O=C(CCc1nnc(-c2ccc(-c3ccccc3)cc2)o1)N1CCCCC1	-0.9%	-1%	-10	-5%	0	3	1	1%	1%	2%	-3%
